Screens as filed in PubChem.
M17LAP inhibition = P. falciparum M17LAP inhibitors, primary screen, biochemical, fluorogenic H-Leu-NHMec substrate, 1536-well (AID 1619) | recombinant M17LAP, H-Leu-NHMec fluorogenic kinetic assay; higher % means a stronger effect | inhibition, % at 30 µM; hits with a dose series show IC50 in µM | Leucine aminopeptidase (Plasmodium falciparum (isolate 3D7)) | 220,000 tested, 0.38% active;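 active = compound inhibiting the enzyme by more than half at any dose during confirmatory dose-response retesting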;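 also: plate controls were full reaction with DMSO carrier for no effect and no enzyme background for full effect; strong numbers were not always called active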
ER stress rescue = rescue of cells from ER stress-induced death, primary screen, 384-well, CSM14.1, thapsigargin, ATP luminescence (AID 1222) | CSM14.1 thapsigargin-induced death rescue, ATP luminescence; higher % means a stronger effect | 190,000 tested, under 10 active | cellular ATP content (survival), % at 20 µM, or EC50 in µM where a hit was titrated;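 active = EC50 below 50 µM in the dose-response confirmation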;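 also: death triggered by thapsigargin at about 15 µM added after 2 h compound pretreatment; cell ATP read after overnight thapsigargin exposure of roughly 18 to 22 hours; normalized against plate controls of thapsigargin alone and 5% DMSO vehicle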
Dynein transport = inhibitors of GR-EGFP nuclear translocation, primary screen, dynein cargo transport inhibitor project, imaging, high-content, 3617.4 mouse cells. test concentration mostly 20 µM; stimulated with dexamethasone, 1 µM; hits give low values. z-score, hits read low. 220,000 tested, 0.47% active;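 active = plate z-score of nuclear minus cytoplasmic receptor signal below a set negative limit, without overly bright fluorescence or cell loss, cut at about -3.5 in these data, passing the limit was not always enough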;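 also: z-score of nuclear minus cytoplasmic ring GR-EGFP intensity difference per well; some compounds called inactive have numbers as strong as hits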
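Also added: dexamethasone, 1.0 µM final. Medium: tet-free, stripped-serum medium. Detection: fixed, Hoechst-stained cells imaged at 10x for EGFP. Read-out: nuclear-to-cytoplasmic GR-EGFP distribution per well. Times: induction 48 h, compound 1 h, agonist 30 min.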
Yfh1-depleted yeast = enhancers of respiration in Yfh1-depleted yeast, dose response, Friedreich's ataxia, plus single-dose screen (AID 1465); S. cerevisiae Yfh1-off respiration, WST-1 reduction, 72 h; higher fold induction means a stronger effect; one-dose fold induction at 50 µM; EC50 in µM for titrated hits; 220,000 tested, 0.074% active;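 active = fold induction of absorbance versus untreated yeast above a set limit, then at least 30% activation at any dose in follow-up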;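 also: activators that raise dye reduction in frataxin-depleted yeast; strong numbers were not always called active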
Autophagy mod = autophagy modulators in MEF cells, primary screen, imaging, high-content, MEF GFP-LC3. 190,000 tested, 0.98% active. calls only at 10 µM (by protocol). MEF GFP-LC3 puncta imaging; test concentration mostly 10 µM;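 active = percentage of spot-positive cells more than 3 SD above its plate mean, without a fluorescence outlier flag or 80% toxicity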;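 also: spot-positive cell cutoff set from DMSO-treated cells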
Lipid droplet = inhibitors of hepatocyte lipid droplet formation, primary screen, imaging, high-throughput imaging, BODIPY stain; AML12 mouse hepatocytes, oleate lipid droplets; inhibition, % at 6.5 µM; 240,000 tested, 0.4% active;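 active = lipid droplet intensity inhibited by at least 50%, with more than 500 cells counted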
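Test system: AML12 hepatocytes (mouse); reagent: oleate loading, 100 µM; dosing: one dose, 6.5 µM compound; incubation: overnight exposure; signal: fluorescence imaging, 20x objective, two fields per well; read-out basis: % inhibition of corrected integrated BODIPY droplet signal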
Insulin prom up = insulin promoter activators in MIN6 cells, imaging, high-content screening, mouse beta cells. MIN6 insulin promoter-GFP reporter; hits give high values. 190,000 tested, 0.3% active. z-score at 5 µM. AID 1625, 2009;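 active = z-score above 3 at 5 µM with at least 500 cells counted in the well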
P. falciparum M1AAP = P. falciparum M1AAP inhibitors, biochemical, fluorogenic H-Leu-NHMec substrate, 1536-well (AID 1445); recombinant M1AAP, H-Leu-NHMec fluorogenic kinetic assay; higher % means a stronger effect; one-dose inhibition, % at 30 µM; IC50 in µM for titrated hits; 220,000 tested, 0.42% active;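 active = primary inhibition above the hit cutoff, then over 50% inhibition at one or more dose response concentrations, cut at about 23% in these data, passing the limit was not always enough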;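 also: plate controls were DMSO full reaction for no effect and no enzyme background for full effect; strong numbers were not always called active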
MT stabilize HCS = microtubule stabilizers in HeLa cells, primary screen, imaging, high-content imaging | AID 2205, 2009 | % tubulin-high responders, % at 10 µM | 200,000 tested, 0.83% active | HeLa tubulin immunostaining HCS, 24 h; share of cells brighter than vehicle mean+2SD;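 active = plate Z-score above 3 for both tubulin-high and condensed-nucleus cell shares, with cell loss under 80%, at 10 µM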;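 also: anti alpha tubulin signal scored within the nucleus-defined area of each cell; some results filed as inactive read as strong as hits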
Dynein transport cytoplasmic EGFP = also measured in Dynein transport; calls as there; z-score; measured here: cytoplasmic GR-EGFP intensity; hits give high values
Dynein transport nuclear GR-EGFP = second read-out of Dynein transport, no call of its own (marks repeat the call); z-score; measured here: nuclear GR-EGFP intensity;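 lower value marks the stronger effect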
Dynein transport cell count = also measured in Dynein transport; calls as there; z-score; measured here: cell count per field
Insulin prom up cell count = second read-out of Insulin prom up, no call of its own (marks repeat the call); cell count; measured here: cytotoxicity, nuclei count;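 total cells summed across four imaged fields per well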
Lipid droplet cells 6.5 µM = recorded beside Lipid droplet, whose call it bears; cell count; measured here: cell count, cytotoxicity flag;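 cells counted across two imaged fields per well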
MT stabilize HCS Hoechst-high % = second read-out of MT stabilize HCS, no call of its own (marks repeat the call); % Hoechst-high responders; measured here: nuclear condensation Hoechst responders;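 share of cells brighter than vehicle mean plus two SD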
MT stabilize HCS cytotoxicity % = recorded beside MT stabilize HCS, whose call it bears; toxicity, %; measured here: cytotoxicity by cell density;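 0% = mean cell density of plate MIN control wells and 100% = no cells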
Autophagy mod cell loss 18 h = second read-out of Autophagy mod, no call of its own (marks repeat the call); toxicity, %; measured here: cell loss, nuclei count;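 cell loss after 18 h compound exposure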
An asterisk follows results filed as active; i = inactive; x = no result given.

SMILES	M17LAP inhibition	ER stress rescue	Dynein transport	Dynein transport cytoplasmic EGFP	Dynein transport nuclear GR-EGFP	Dynein transport cell count	Yfh1-depleted yeast	Autophagy mod	Autophagy mod cell loss 18 h	Lipid droplet	Lipid droplet cells 6.5 µM	Insulin prom up	Insulin prom up cell count	P. falciparum M1AAP	MT stabilize HCS	MT stabilize HCS Hoechst-high %	MT stabilize HCS cytotoxicity %
CCC1C(=O)Nc2nc(-c3ccccc3)c(-c3ccccc3)n2N=C1C (centres undefined)	1%	-0.7%	0.92	-0.2	0.58	-1.3	i	i	3	-13	684	0.53	797	4%	1.6	1.6	5.7
COc1ccccc1C(=O)NCCCNc1ccc([N+](=O)[O-])cc1	18%	-2.1%	0.74	-0.16	0.32	-0.77	i	i	10	1	582	-0.38	1552	10%	4.3	3.0	5.2
O=C(Nc1cccc2ncccc12)C(Cl)(Cl)Cl	7%	-0.9%	-0.95	-0.22	-0.68	1.5	i	i	-1	x	x	0.64	1335	-1%	2.9	1.3	13
CC1=NN(c2ccccc2)C(=O)C1c1ccccc1 (centres undefined)	27%	7.5%	0.31	-0.23	0.27	0.96	i	i	17	22	614	2	1108	2%	5.9	2.3	5.5
Cc1[nH]n(-c2ccccc2)c(=O)c1N=Nc1ccccc1	3%	-1.0%	0.39	-0.23	0.18	-0.27	i	i	-1	54*	660*	-0.37	1350	5%	2.6	2.0	7.9
O=C(Oc1ccc2ccccc2c1Cl)N1CCCC1	13%	-3.9%	0.083	-0.13	0.29	-0.21	i	i	6	-5	767	-0.26	1297	8%	7.0	2.5	4.8
Cc1ccc(C)c(N/N=C2\CCCNC2=O)c1	-19%	7.6%	2.7	0.12	1.1	-1.4	i	i	-6	-1	598	1.2	1310	4%	4.8	2.6	8.7
N/C(=N\OC(=O)COc1ccc([N+](=O)[O-])cc1)c1cccnc1	1%	1.2%	0.89	-0.031	0.92	-0.36	i	i	14	6	686	-0.63	1614	-3%	2.4	1.7	12
COc1ccc(/C=N/N=C2/NC(=O)CC(C(=O)O)S2)cc1 (centres undefined)	66%	-0.6%	0.33	-0.21	0.69	-1.2	i	i	-5	-8	685	0.06	1321	4%	1.8	1.9	5.0
CCCCNC(=O)/C(=C\c1ccc([N+](=O)[O-])o1)NC(=O)c1ccccc1	27%	x	2.3	0.64	2.2	-3.4	i	i	-6	-23	659	-1.7	1208	5%	2.1	1.4	7.8
CCOC(=O)c1nn(-c2ccc(OCC)cc2)c(C)c1C(C)=O	9%	0.1%	0.66	-0.32	0.024	0.14	i	i	-7	-38	689	-0.28	1080	3%	1.8	4.9	12
c1ccc(OCc2nc3ccccc3[nH]2)cc1	13%	-4.9%	0.56	-0.14	0.61	-0.38	i	i	-9	-1	684	-0.04	1390	-4%	4.8	3.3	1.2
Oc1ccccc1C1CC(c2cccs2)=NC(c2cccc(Br)c2)N1 (centres undefined)	0%	9.1%	-0.33	-0.22	0.076	-0.3	i	i	15	6	676	0.2	1215	0%	5.4	2.9	3.6
O=C(O)CC1=C(Nc2ccccc2)C(=O)N(c2ccccc2)C1c1ccc(Cl)cc1 (centres undefined)	-3%	x	-2.8	0.06	-1.7	1.3	i	x	x	-20	697	-0.28	1373	5%	x	x	x
CC(CCc1ccccc1)NC(=O)C(=O)Nc1ccccc1 (centres undefined)	-13%	-4.8%	-0.53	-0.24	-0.15	0.044	i	i	8	28	614	0.35	1333	3%	3.2	2.1	3.3
N#Cc1c(C(F)(F)F)cc(C2CC2)[nH]c1=O	-443%	-1.1%	-0.57	-0.057	-0.17	0.41	i	i	-11	37	643	0.78	1958	14%	1.7	1.9	5.3
O=C(O)c1cccc(N/N=C/c2cn(-c3ccccc3)nc2-c2cccs2)c1	15%	7.1%	-0.34	-0.34	0.085	0.54	i	i	5	-1	697	-0.35	1273	9%	2.7	2.4	5.6
COc1ccc(C/C(N)=N/n2cnnc2)cc1Cl	-8%	x	-0.94	-0.3	-0.26	0.22	i	i	6	-9	618	0.22	1193	-2%	2.2	0.1	43
CC(C)N1CCN(Cc2ccc(-c3ccccc3Cl)o2)CC1CCO (centres undefined)	3%	-0.6%	1.8	-0.19	0.62	-0.39	i	i	-21	-5	706	0.33	1476	0%	2.6	1.3	0.7
COC(=O)c1ccc(CNC(=O)COC(=O)COc2ccc(OC)cc2)cc1	4%	-2.2%	-0.74	-0.21	-0.38	0.29	i	i	4	10	702	0.98	1264	-1%	2.2	1.9	4.3
O=C(COc1ccc(Cl)cc1Cl)NC(=S)N1CCCc2ccccc21	20%	7.9%	0.0068	-0.37	0.046	0.009	i	i	-7	9	795	0.56	828	12%	2.4	2.2	5.2
Cc1cccc(NC(=O)CCNC(=O)c2ccco2)c1C	-2%	-0.5%	1.6	-0.084	1.8	-2	i	i	-6	-4	698	1.7	1314	0%	2.9	3.3	4.3
CCOc1ccc2ncc(S(=O)(=O)c3ccc(C)cc3)c(N3CCC4(CC3)OCCO4)c2c1	9%	4.5%	-0.69	-0.17	-0.49	-0.63	i	i	0	-64	593	-0.98	1331	4%	4.1	3.4	6.6
Cc1nnc(-c2cccc(Br)c2)c2cn(-c3cccc(Br)c3)nc12	10%	-2.3%	-2.2	4.4	0.52	0.15	i	i	-13	x	x	-0.84	652	4%	1.9	3.6	2.0
CC(=O)c1sc(NC(=O)COc2ccc(C(C)C)c(C)c2)nc1C	9%	-0.5%	-0.14	-0.33	-0.63	1.2	i	i	2	1	682	0.27	1238	3%	1.7	1.0	3.4
SMILES	M17LAP inhibition	ER stress rescue	Dynein transport	Dynein transport cytoplasmic EGFP	Dynein transport nuclear GR-EGFP	Dynein transport cell count	Yfh1-depleted yeast	Autophagy mod	Autophagy mod cell loss 18 h	Lipid droplet	Lipid droplet cells 6.5 µM	Insulin prom up	Insulin prom up cell count	P. falciparum M1AAP	MT stabilize HCS	MT stabilize HCS Hoechst-high %	MT stabilize HCS cytotoxicity %
O=C(NCCC(c1ccccc1)c1ccccc1)c1cnc2sccn2c1=O	-17%	1.2%	1.4	0.28	0.38	-2.3	i	i	-8	-20	675	1.1	1538	-6%	3.4	1.2	5.9
COc1ccc(CN2C(=O)c3ccccc3C2C(=O)NC2CCCCCC2)c(OC)c1 (centres undefined)	6%	4.2%	0.7	-0.34	-0.089	-0.039	i	i	8	12	663	-0.22	1309	2%	2.0	2.0	4.5
COc1ccc(NC(=O)CSc2nnc(CNC(=O)c3ccco3)o2)cc1	10%	0.1%	-0.37	-0.27	-0.26	1.6	i	i	-7	-10	710	0.47	1268	-1%	2.1	1.2	3.6
COc1ccc(-c2nc3c(Br)c(N)c(Br)cc3o2)cc1	3%	-2.8%	0.24	-0.27	-0.047	-0.27	x	i	12	-6	704	x	x	2%	3.9	3.1	13
CCOc1ccc(-c2noc(CCC(N)=O)n2)cc1OCC	-7%	-1.8%	0.6	-0.18	1.1	-0.21	i	i	-10	x	x	1.7	1270	0%	2.5	1.5	1.1
Cc1ccc(S(=O)(=O)Nc2ccc(NC(=O)c3ccc(F)cc3)cc2)cc1	1%	3.8%	0.21	-0.34	-0.47	-0.65	i	i	9	4	729	0.71	1245	9%	4.6	2.1	6.6
CSc1ncccc1C(=O)Nc1nnc(C2CC2)s1	2%	1.3%	-0.064	-0.36	-0.072	-0.23	i	i	-12	4	695	-0.2	1295	4%	2.2	3.3	3.8
O=C(CCSCCc1ccccn1)Nc1c(F)cc(F)cc1Br	-2%	0.0%	-0.022	-0.19	0.094	-0.26	i	i	-4	19	700	0.11	1457	8%	2.6	1.6	2.5
COCCNC(=O)C(c1ccc(O)cc1)N(C(=O)CCC(=O)Nc1nccs1)c1ccc(C)cc1 (centres undefined)	-3%	-1.3%	-0.79	-0.3	-0.5	1.2	i	i	-7	26	734	-0.04	1455	4%	3.5	2.2	5.4
COCC(=O)n1nc(NCc2ccc(OC)cc2)nc1NCc1ccc(OC)cc1	-4%	1.5%	3.1	-0.11	2.2	-2.1	i	i	5	-14	787	0.04	1324	5%	4.5	2.8	0.8
COc1ccc(C2CC(c3cccs3)Nc3nnnn32)cc1 (centres undefined)	-8%	-1.8%	0.2	-0.33	0.3	0.38	i	i	2	2	745	-0.27	1288	2%	1.8	2.2	9.0
COc1cccc(NS(=O)(=O)CC23CCC(CC2=O)C3(C)C)c1 (centres undefined)	15%	10%	-0.59	-0.27	-0.35	0.33	i	i	0	2	812	-0.26	854	-3%	3.5	2.3	6.8

Ordered by the number under Dynein transport cytoplasmic EGFP (highest first): 3 of the compounds above
| Molecule | M17LAP inhibition | Dynein transport | Dynein transport cytoplasmic EGFP | Dynein transport nuclear GR-EGFP | Dynein transport cell count | P. falciparum M1AAP | MT stabilize HCS Hoechst-high % |
| --- | --- | --- | --- | --- | --- | --- | --- |
| COc1ccc(-c2nc3c(Br)c(N)c(Br)cc3o2)cc1 | 3% | 0.24 | -0.27 | -0.047 | -0.27 | 2% | 3.1 |
| Cc1ccc(S(=O)(=O)Nc2ccc(NC(=O)c3ccc(F)cc3)cc2)cc1 | 1% | 0.21 | -0.34 | -0.47 | -0.65 | 9% | 2.1 |
| CSc1ncccc1C(=O)Nc1nnc(C2CC2)s1 | 2% | -0.064 | -0.36 | -0.072 | -0.23 | 4% | 3.3 |
